PfG6PD inh – PfG6PD (Plasmodium falciparum) enzyme inhibition; inhibition, % at 20 µM; AID 504690; PfGluPho enzyme, NADPH resazurin-diaphorase fluorescence; 350,000 compounds, 0.78% hits;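 active = inhibition reaching at least a set limit at 20 µM in the primary screen, cut at about 59% in these data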;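 note: 0% = DMSO wells with substrate and 100% = DMSO wells lacking glucose-6-phosphate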
* hit, by the source's call. Not all compounds are listed, so the mix of outcomes need not match the whole.

structure	PfG6PD inh
O=C(COC(=O)COc1ccc(Cl)cc1Br)NC1CCCC1	0
C[C@H]1CN([C@@H](C)CO)C(=O)c2cc(-c3cccc(F)c3)cnc2O[C@H]1CN(C)C(=O)c1cnccn1	8
COCOCCn1cc(CN2CCS(=O)(=O)N(Cc3ccc(-c4cccc(N(C)C)c4)cc3)C(C(C)C)C2=O)nn1 (stereo not given)	8
Cc1ccc(C(=O)C=Cc2ccc3c(c2)OCO3)c(C)c1	23
O=S(CC(O)c1ccccc1)c1ccccc1 (stereo not given)	51
OCCN1CCN(CCCN2c3ccccc3CCc3ccccc32)CC1	3
O=C(O)c1cc2ccc(O)cc2oc1=O	-4
C[C@@H]1CN([C@H](C)CO)C(=O)c2c(c3ccccc3n2C)-c2ccccc2CO[C@H]1CN(C)C(=O)NC1CCCCC1	4
COc1ccc(CN2C(=O)C(CC(=O)NCCCN(C)C)CC(C(=O)N(C)C)=C2C)cc1 (stereo not given)	4
CN1CCN(CCNC(=O)c2ccc(CS(=O)c3ccc(Br)cc3)o2)CC1 (stereo not given)	7
C[C@@H]1CN([C@@H](C)CO)S(=O)(=O)c2ccc(Br)cc2O[C@H]1CN(C)C(=O)C1CCC1	4
O=C(CS(=O)(=O)c1ccc(Cl)cc1)N1CCN(c2ccccc2)CC1	0
C[C@H]1CN([C@@H](C)CO)C(=O)CCCn2cc(nn2)CO[C@@H]1CN(C)S(=O)(=O)c1ccc(Oc2ccccc2)nc1	0
COc1ccc(S(=O)(=O)N2C[C@H]3CON(C)[C@H]3C[C@H]2c2ccc(-c3cc4ccccc4o3)cc2)cc1	10
CCc1cc(-c2nnn(CCC3COCCO3)c2C(C)(C)O)ccc1-c1cn(CCc2c[nH]c3ccccc23)nn1 (stereo not given)	16
CC(NC(=O)COC(=O)c1ccccc1O)c1ccccc1 (stereo not given)	4
CCOC(=O)C1=C(C)OC(=Cc2ccc(OC)cc2)C1=O	-23
C[C@H](CO)N1C[C@H](C)[C@@H](CN(C)Cc2cccc(C(=O)O)c2)Oc2cc(Br)ccc2S1(=O)=O	-61
Cc1cc(C)c2c(=O)n3c(nc2c1)C(Cc1ccc(O)cc1)NC(=O)c1cc2ccccc2cc1-3 (stereo not given)	-7
Cc1cc(C)n2nc(-c3ccc(F)cc3)cc2n1	26
Cc1ccn2c(C(C)O)nnc2c1 (stereo not given)	5
Cc1cc(S(=O)(=O)c2ccc(Cl)cc2)nc(S(=O)(=O)c2ccc(Cl)cc2)c1C#N	52
COc1ccc(S(=O)(=O)N(C)C[C@@H]2OCCCC[C@@H](C)Oc3ccc(NS(=O)(=O)c4cccs4)cc3C(=O)N([C@H](C)CO)C[C@@H]2C)cc1	22
CCCCCC(=O)N1C[C@H](O)[C@@H](n2cc(COC(=O)c3ccccc3)nn2)C[C@@H]1c1ccc(C)cc1	35
COc1ccc(C2=NN(CCC(=O)NC3CCCCC3C)C(=O)CC2)cc1 (stereo not given)	-10
CC1CCCC(NC(=O)c2cccc(S(=O)(=O)N3CCOCC3)c2)C1C (stereo not given)	-4
Cc1nn2c(=O)[nH]cnc2c1Cl	-6
C[C@H]1CN([C@@H](C)CO)C(=O)c2cc(-c3cccnc3)cnc2O[C@H]1CN(C)Cc1ccc(Oc2ccccc2)cc1	13
COc1ccc(NC(=O)c2ccncc2)cc1S(=O)(=O)N1CCCCC1	4
COc1cccc(C2=NN(C(=O)C3CC3)C(O)(C(F)(F)F)C2)c1 (stereo not given)	15
COc1ccc(-c2cnc3c(c2)C(=O)N([C@H](C)CO)C[C@@H](C)[C@H](CN(C)Cc2ccccc2)O3)cc1	0
COc1cc(/C=C/c2nc3ccccc3c(=O)[nH]2)ccc1O	35
CCCCN1C(=O)C(CC(=O)NCCCCc2ccccc2)CC(C(=O)N(C(C)C)C(C)C)=C1C (stereo not given)	-7
COc1cc2ccc(C(C)=O)cc2cc1OC	1
CC12CCC(CC1O)C2C(=O)O (stereo not given)	1
Cc1c(-c2ccc(OCCN3CCOCC3)cc2)c(=O)oc2ccc3ccccc3c12	16
CC(CN1CC(=O)NC(=O)C1)N1CC(=O)NC(=O)C1 (stereo not given)	-9
COc1cccc(-c2cc(N3CCN(C(=O)c4ccoc4)CC3)n3nc(-c4cccc(Cl)c4)cc3n2)c1	2
CC(C)CN(C(=O)COC(=O)CCSc1ccc(Cl)cc1)c1c(N)n(Cc2ccccc2)c(=O)[nH]c1=O	-8
CC12CCCC(=O)C1CCC(=Cc1ccco1)C2=O (stereo not given)	-4
CCN1CCN(c2ccc(NC(=O)CC3OC(=O)c4ccccc43)cc2C)CC1 (stereo not given)	-26
C[C@H]1CN([C@@H](C)CO)S(=O)(=O)c2ccc(C3=CCCC3)cc2O[C@@H]1CN(C)C(=O)C1CCCCC1	10
Cc1cc(C)c2c(=O)n3c(nc2c1)C(Cc1ccc(O)cc1)NC(=O)c1cccnc1-3 (stereo not given)	1
CCC(=O)N(c1nnc(SCC(=O)Nc2sccc2C(N)=O)s1)C1CC1	4
COc1ccc(CCNC(=O)CSc2nc3ccsc3c(=O)n2Cc2ccccn2)cc1OC	-3
CCC/C=C/c1ccc(CN2C(CC(C)C)C(=O)N(Cc3cn(CCOCOC)nn3)CCS2(=O)=O)cc1 (stereo not given)	-2
Cc1ccc(C)c(N2N=C(C(=O)OCc3nnc(-c4ccccc4Br)o3)CCC2=O)c1	-18
Cc1cc(C(=O)N2CCCC(Nc3ccc(C)c(C)c3)C2)nc(C)n1 (stereo not given)	1

Random excerpt: 2 records from the list, in no set order.
structure	PfG6PD inh
C[C@@H]1CN([C@H](C)CO)C(=O)c2c(c3ccccc3n2C)-c2ccccc2CO[C@H]1CN(C)C(=O)NC1CCCCC1	4
CC(NC(=O)COC(=O)c1ccccc1O)c1ccccc1 (stereo not given)	4

4 compounds out of the list, ordered by molecular weight, smallest number first.
structure	PfG6PD inh
Cc1ccc(C(=O)C=Cc2ccc3c(c2)OCO3)c(C)c1	23
O=C(CS(=O)(=O)c1ccc(Cl)cc1)N1CCN(c2ccccc2)CC1	0
Cc1c(-c2ccc(OCCN3CCOCC3)cc2)c(=O)oc2ccc3ccccc3c12	16
C[C@H]1CN([C@@H](C)CO)S(=O)(=O)c2ccc(C3=CCCC3)cc2O[C@@H]1CN(C)C(=O)C1CCCCC1	10

(cont.)
structure	PfG6PD inh
CCN1C(=O)[C@H]2[C@@H](c3ccc(C(F)(F)F)cc3)N[C@]3(CCCN(Cc4ccc(C)cc4)C3=O)[C@H]2C1=O	-6
CCN1C(=O)[C@H]2[C@@H](c3ccc(C)cc3)N[C@]3(CCCN(CCC(C)C)C3=O)[C@H]2C1=O	-4
CCC1NC(=O)c2cccnc2-n2c1nc1ccc(C)cc1c2=O (stereo not given)	-5
O=C(CCCN1C(=O)c2cccc3cccc(c23)C1=O)OCC(=O)N1CCCCC1	2
CCCCCCN1C[C@@H](n2cc(COC(=O)c3ccccc3)nn2)[C@H](O)C[C@@H]1c1ccc(Cl)cc1	22
COC(=O)c1ccc(CNC(=O)COC(=O)/C=C/c2cccc(OC)c2)cc1	-13
CC(C)NC(=O)C1CC(=O)N(CCc2ccc(F)cc2)C1 (stereo not given)	-9
COc1ccccc1-c1nnc(NC(=O)CCS(=O)(=O)c2ccc(F)cc2)o1	-9
O=C1CN(CCN2CC(=O)N(Cc3ccccc3)C(=O)C2)CC(=O)N1Cc1ccccc1	-18
CCOc1ccc(-c2cccc(NS(=O)(=O)c3cccc([N+](=O)[O-])c3)c2)nn1	-18
C[C@@H]1c2ccccc2N2C[C@H](Cc3ccc(C(=O)c4ccccc4)cc3)C[C@@H]12	-8
C[C@@H]1CCCCO[C@H](CN(C)C(=O)Nc2ccc3c(c2)OCO3)[C@H](C)CN([C@@H](C)CO)C(=O)c2cc(NS(=O)(=O)c3ccc(Cl)cc3)ccc2O1	32
COCCn1cnc2c1c(=O)n(CC(=O)NC1CCCCC1)c(=O)n2Cc1ccccc1	-2
c1ccc(Cn2ccnc2C2OCCO2)cc1	-14
CCOC(=O)c1cc2c(OC)c(OC)ccc2c2[nH]cc(C#N)c(=O)c12	-9
C[C@H](CO)N1C[C@H](C)[C@@H](CN(C)Cc2ccc(-c3ccccc3)cc2)Oc2ncc(C#C[C@@H](C)O)cc2C1=O	16
Cc1csc(CN(C)C(=O)CC2C(=O)NCCN2Cc2ccccc2C)n1 (stereo not given)	-10
NNc1ccc([N+](=O)[O-])c2[nH][nH]c(=O)c12	46
Cc1ccc(NC(=O)CSc2nnc3n2CCCCC3)cc1S(=O)(=O)N1CCOCC1	-6
C[C@H]1CN([C@@H](C)CO)S(=O)(=O)c2ccc(C#Cc3cccnc3)cc2O[C@@H]1CN(C)C(=O)Nc1ccc2c(c1)OCO2	27
C[C@@H]1CN([C@H](C)CO)C(=O)c2cc(Br)cnc2O[C@@H]1CN(C)C(=O)C1CCOCC1	-6
CC(C)n1c(=O)nc(-c2ccccc2)c2cc3c(cc21)OCO3	0
C[C@@H]1CN([C@H](C)CO)S(=O)(=O)c2ccc(Br)cc2O[C@H]1CN(C)C(=O)Nc1cccc(F)c1	-17
N#Cc1ccccc1S(=O)(=O)N1CCN(C(=O)CN(Cc2ccco2)Cc2cccs2)CC1	3
COC(=O)C(CCC(=O)CN1C(=O)c2ccccc2C1=O)N1C(=O)c2ccccc2C1=O (stereo not given)	4
c1ccc(Cn2nnc3c(NCC4CC4)ncnc32)cc1	6
Cc1ccc(S(=O)(=O)NCC(=O)NCC(=O)NCCc2ccc(Cl)cc2)cc1C	-11
C[C@@H]1CCCCO[C@H](CN(C)C(=O)Cc2ccccc2)[C@@H](C)CN([C@H](C)CO)C(=O)c2cc(N(C)C)ccc2O1	31
COc1ccc(S(=O)(=O)N(C)C[C@H]2OCCCC[C@@H](C)Oc3ccc(N(C)C)cc3C(=O)N([C@H](C)CO)C[C@@H]2C)cc1	42
CC1=C(C(=O)N2CCOCC2)CC(CC(=O)NCc2ccco2)C(=O)N1Cc1ccc(F)cc1 (stereo not given)	1
CCc1cc2c(SCC(=O)N3CCN(C(=O)c4cccs4)CC3)ncnc2s1	13
CC(C)c1ccc(NC2CCCN(C(=O)CN3CCCCC3=O)C2)cc1 (stereo not given)	1
Cc1ccccc1OCC(=O)OCC(=O)NC12CC3CC(CC(C3)C1)C2	-3
COc1ccc(CSc2ccc(S(=O)(=O)N3CCCC3)cn2)cc1F	30
COc1ccc(-c2cncnc2N)cc1OC	14
O=C(COC(=O)c1cc(S(=O)(=O)N2CCOCC2)ccc1Cl)c1ccc[nH]1	-1
COC(=O)[C@H]1C[C@@]2(O)CN(S(=O)(=O)c3ccc(C)cc3)C[C@@]2(OC(=O)NCC2CCCCC2)C[C@H]1C(=O)OC	-3
CN(C)c1ccc(C=C2C=C(c3ccccc3)OC2=O)cc1	13
Nc1ccn([C@@H]2O[C@H](CNC(=O)[C@@H](N)CSCc3ccccc3)[C@@H](O)[C@H]2O)c(=O)n1	-9
O=C(COC(=O)c1cccc(S(=O)(=O)N2CCCC2)c1)Nc1ccc(Cl)cc1	9
Cc1cccc(S(=O)(=O)N(C)C[C@H]2OCc3cn(nn3)CCCC(=O)N([C@@H](C)CO)C[C@@H]2C)c1	3
CN(C(=O)COc1ncnc2ccc(Br)cc12)C1CCCCC1	-2
Cc1ccc(C)c(NC(=O)CN(C)C(=O)c2ccc(COc3ccccc3)cc2)c1	3
Cc1cc(Cl)ccc1N(CC(=O)N(C)Cc1ccccc1)S(C)(=O)=O	15
O=C(O)C1c2ccccc2Cc2ccccc21	-10
C[C@@H]1CN([C@@H](C)CO)C(=O)CCCn2nncc2CO[C@H]1CN(C)S(=O)(=O)c1ccc2c(c1)OCCCO2	-24
O=S(=O)(NN=C1CCCCCCC1)c1ccccc1	9
CC(=O)N1CCN(S(=O)(=O)c2cccc(C(=O)OCC(=O)NCc3ccccc3Cl)c2)CC1	-13
COC(=O)C1=C(C(=O)OC)C2C=CC1C1C(OC(C)=O)C(OC(C)=O)C21 (stereo not given)	-4
COc1ccc(-c2ccc(CN3C(C)C(=O)N(Cc4cn(CCC5OCCO5)nn4)CCS3(=O)=O)cc2)cc1OC (stereo not given)	12
C[C@H](CO)N1C[C@H](C)[C@H](CN(C)Cc2cccc(O)c2)OCc2ccccc2-c2c(n(C)c3ccccc23)C1=O	1
Cc1ccc(S(=O)(=O)Nc2nc(CN3CCOCC3)nc3sc(C(=O)O)c(C)c23)cc1	-5
CC(=O)OC1CCC2C3CCc4cc(OP(=O)(N5CC5)N5CC5)ccc4C3CCC12C (stereo not given)	4
C[C@@H]1CN([C@H](C)CO)C(=O)CCCn2nncc2CO[C@H]1CN(C)Cc1ccc2c(c1)OCO2	7
O=C(Nc1ccc(Br)cc1F)c1nc[nH]c1C(=O)N1CCc2ccccc2C1	14
O=C1Nc2cc(C(=O)N3CCOCC3)ccc2S/C1=C/c1ccccc1F	15

Some values from above:
PfG6PD inh result of Cc1ccc(NC(=O)CSc2nnc3n2CCCCC3)cc1S(=O)(=O)N1CCOCC1 reads -6
PfG6PD inh result of CCC/C=C/c1ccc(CN2C(CC(C)C)C(=O)N(Cc3cn(CCOCOC)nn3)CCS2(=O)=O)cc1 (stereo not given) reads -2
PfG6PD inh result of O=S(=O)(NN=C1CCCCCCC1)c1ccccc1 reads 9
PfG6PD inh result of COc1ccc(S(=O)(=O)N(C)C[C@H]2OCCCC[C@@H](C)Oc3ccc(N(C)C)cc3C(=O)N([C@H](C)CO)C[C@@H]2C)cc1 reads 42
PfG6PD inh result of O=C(O)C1c2ccccc2Cc2ccccc21 reads -10

Next part.
structure	PfG6PD inh
CCOC(=O)c1c(NC(=O)COC(=O)c2ccc(S(=O)(=O)C(F)F)cc2)sc(C(=O)N(C)C)c1C	-9
Cc1ccc(Cc2c(-c3ccc(F)cc3)nc3cc(C)ccn23)cc1	71*
CC(C)(C)C(=O)NCc1ccc(C(=O)CSc2nnc3n2CCCCC3)s1	-15
CC(C)CNC(=S)N1CCC(C(=O)c2ccc(Cl)cc2)CC1	-5
CCn1cc(/C=C(\NC(=O)c2ccccc2OC)C(=O)NCCN2CCOCC2)c2ccccc21	17

Bioassay records as filed in PubChem.
